TDP2 inh – TDP2 (human) inhibition, absorbance primary screen; O95551; recombinant TDP2, T5PNP hydrolysis, p-nitrophenol absorbance 415 nm; inhibition, % at 12.8 µM; 370,000 compounds, 0.34% hits; AID 720702;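 active = inhibition above the mean of all tested compounds plus 3 SD, set per campaign, cut at about 25% in these data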;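 also: 0% = DMSO with enzyme and 100% = buffer with substrate but no TDP2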
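test system = human TDP2 enzyme | input = TDP2 enzyme at 120 nM final | medium = 50 mM Tris-HCl pH 7.5 with Mg2+, KCl, DTT, BSA | also added = T5PNP substrate, 5 mM | times = 2 h at 37 °C | technique = epi absorbance | benchmarks = high control without enzyme, low control DMSO plus TDP2 | replication = each compound tested once, singlicate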
KLK7 zymogen act – activates the human kallikrein-7 zymogen. P49862. purified proKLK7, EDANS-DABCYL substrate fluorescence; 100% is mature enzyme control, 0% vehicle. activation, % at 7 µM. 370,000 compounds, 0.9% hits;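 active = activation above the mean of all tested compounds plus 3 SD, computed per campaign excluding outliers beyond control limits, cut at about 13% in these data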
Target sequence (P49862 whole entry, looked up): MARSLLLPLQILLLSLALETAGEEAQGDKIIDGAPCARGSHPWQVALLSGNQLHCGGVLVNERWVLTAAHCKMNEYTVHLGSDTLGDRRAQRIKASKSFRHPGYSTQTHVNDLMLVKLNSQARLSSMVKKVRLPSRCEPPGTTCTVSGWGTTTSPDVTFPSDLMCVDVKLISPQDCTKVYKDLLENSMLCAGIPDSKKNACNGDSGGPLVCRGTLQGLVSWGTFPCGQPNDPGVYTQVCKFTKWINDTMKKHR
ADAM10 inh – inhibits human ADAM10; O14672; recombinant ADAM10, EDANS/DABCYL FRET peptide cleavage, 3 h; inhibition, % at 7 µM; 370,000 compounds, 0.62% hits; AID 720582;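 active = inhibition above a per-campaign cutoff equal to the mean of compounds falling between control-based bounds plus 3 SD, cut at about 20% in these data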;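 also: 0% = DMSO wells while the 100% control is not disclosed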
LEDGF integ inh – blocks HIV-1 LEDGF/p75-dependent DNA integration; 370,000 compounds, 0.64% hits; TR-FRET IN-LEDGF/p75 DNA integration, Eu/Cy5; inhibition, % at 3.7 µM; AID 743269;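 active = inhibition above the screen-wide mean plus 3 SD, cut at about 13% in these data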;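 also: signal is the Cy5 over europium emission ratio at 671 and 618 nm; 0% = plate median of compound wells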
PLC-gamma1 inh – inhibitors of human phospholipase C gamma1. P19174. purified PLC-gamma1, fluorogenic substrate, fluorescence. inhibition, % at 12.2 µM. 370,000 compounds, 0.84% hits. AID 720700; in the data active = inhibition above about 9.5%
Tn7 DDE FP – disrupts Tn7 cyclic peptide binding to fibrin D-Dimer-E complex | P02675 | FP displacement of FITC-Tn7 peptide from fibrin DD(E); 0% = median of compound wells per plate | inhibition, % at 8.3 µM | 370,000 compounds, 0.13% hits;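 active = inhibition above the mean of compounds falling within the control limits plus 3 SD of them, cut at about 14% in these data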;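 also: 0% = plate median of compound wells and 100% = 10 µM Aha-Tn7 peptide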
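system = human fibrin DD(E) protein | quantity = DD(E) 2 µM final | medium = Tris/NaCl/CaCl2 buffer, pH 7.8 | also added = labelled Tn7 tracer, 0.1 µM | compound dosing = single point at 8.3 µM | timing = compound with protein 10 min, then 3 h after probe, room temperature | signal = FP measurement | benchmarks = Aha-Tn7 high control | repeats = one replicate per compound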
ARFGAP1 inhibitor – rat ARFGAP1 inhibition. Q62848. Arfgap1-stimulated ARF1 GTP hydrolysis, GDP FP detection. inhibition, % at 16.5 µM. 360,000 compounds, 0.26% hits. AID 651572;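 active = inhibition above a per-plate limit, mean inhibition of low control wells plus 3 SD, cut at about 25% in these data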;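 also: 0% = DMSO wells with enzyme and 100% = wells lacking Arfgap1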
Target sequence (Q62848 1-136 limits assumed): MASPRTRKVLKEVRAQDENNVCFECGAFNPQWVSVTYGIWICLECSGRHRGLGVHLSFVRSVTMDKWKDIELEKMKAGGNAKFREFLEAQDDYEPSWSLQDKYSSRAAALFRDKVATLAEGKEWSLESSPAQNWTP
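Material: rat Arfgap1 GAP domain (His6, aa 1-136), purified enzyme. Also added: human ARF1(Δ1-17)-GTP substrate. Compound dosing: 16.5 µM single point, 1.26% DMSO. Timing: enzyme reaction 120 min at 25 °C after 20 min preincubation. Signal: GDP detection by fluorescence polarization. Read-out basis: percent inhibition of GAP-stimulated GDP formation, scaled between DMSO and no-Arfgap1 medians.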
ASAP1 GAP inh – ASAP1 ArfGAP inhibition; 360,000 compounds, 0.19% hits; inhibition, % at 16.5 µM; Q9ULH1; ASAP1-stimulated ARF1 GTP hydrolysis, GDP FP detection; in the data active = inhibition above about 25%;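 also: 0% = vehicle with enzyme and substrate and 100% = no enzyme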
ADAM17 inh – inhibits human ADAM17. 370,000 compounds, 0.83% hits. recombinant ADAM17, EDANS/DABCYL FRET peptide cleavage. inhibition, % at 6.95 µM. AID 720648;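 active = inhibition above the mean of compounds lying between control limits plus 3 SD, set per campaign, cut at about 8.5% in these data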;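 also: 0% = DMSO-only wells as the low control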
Target sequence (P78536 215-824 limits assumed): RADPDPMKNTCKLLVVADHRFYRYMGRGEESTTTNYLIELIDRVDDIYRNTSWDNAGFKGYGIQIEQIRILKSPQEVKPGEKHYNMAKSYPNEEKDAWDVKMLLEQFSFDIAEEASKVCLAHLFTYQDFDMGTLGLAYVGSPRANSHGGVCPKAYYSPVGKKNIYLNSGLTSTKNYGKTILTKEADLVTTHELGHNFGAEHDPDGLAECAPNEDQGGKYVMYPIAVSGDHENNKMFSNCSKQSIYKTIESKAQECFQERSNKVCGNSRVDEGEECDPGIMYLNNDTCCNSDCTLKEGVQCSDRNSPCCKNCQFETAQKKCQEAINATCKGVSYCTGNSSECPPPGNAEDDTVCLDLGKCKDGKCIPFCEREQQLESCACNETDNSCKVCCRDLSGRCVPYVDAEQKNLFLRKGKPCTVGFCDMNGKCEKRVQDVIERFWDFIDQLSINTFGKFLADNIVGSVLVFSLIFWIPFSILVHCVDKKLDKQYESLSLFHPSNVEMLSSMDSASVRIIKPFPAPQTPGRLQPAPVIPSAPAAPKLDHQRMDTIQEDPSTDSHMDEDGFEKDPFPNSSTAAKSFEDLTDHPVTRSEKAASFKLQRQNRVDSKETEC
Tn6 DDE FP – DD(E)-Tn6 binding inhibition, primary FP screen; P02675; Fibrin DD(E) TRITC-Tn6 fluorescence polarization displacement; inhibition, % at 8.3 µM; 370,000 compounds, 0.21% hits;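 active = inhibition above a per-campaign cutoff: mean of compounds within control limits plus 3 SD, cut at about 15% in these data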;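 also: 0% = median of all compound wells on the plate and 100% = blocking peptide control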
Starred values were filed as active, the others as inactive; nt = not tested or not shown.

SMILES	TDP2 inh	KLK7 zymogen act	ADAM10 inh	LEDGF integ inh	PLC-gamma1 inh	Tn7 DDE FP	ARFGAP1 inhibitor	ASAP1 GAP inh	ADAM17 inh	Tn6 DDE FP
Cc1[nH]c2ccc(OCc3ccccc3)cc2c1CCN1C(=O)OC(C)(C)C1(C)O (stereo unspecified)	-5.3	0.3	-10.2	0.1	-13.8	-4.2	12.3	2.6	0.0	-9.9
N/C(=N\OS(=O)(=O)c1ccccc1)c1ccncc1	-1.9	-1.0	-4.5	-0.6	-1.2	3.5	0.0	-0.3	-2.4	1.6
Cc1ccc2nc(C)cc(C(=O)OCC(=O)Nc3c(C)n(C)n(-c4ccccc4)c3=O)c2c1	-7.5	-1.6	-72.2	2.1	-15.6	-1.9	12.5	-5.6	-22.6	1.1
CC(C)C[C@H]1CN(CCCC[C@H]2CNC(=O)C(=O)N2CCC2CCCCC2)C(=O)C(=O)N1CCC1CCCCC1	-10.3	-0.3	2.5	4.1	-0.3	1.7	6.2	-4.7	1.1	-3.8
Cc1ccc(NC(=O)C2CCN(S(=O)(=O)c3ccc4c(c3)NC(=O)C(C)S4)CC2)cc1C (stereo unspecified)	17.5	0.0	16.2	0.4	3.7	5.7	7.6	17.0	8.3	-8.8
Cc1ccc(S(C)(=O)=O)cc1S(=O)(=O)Nc1ccccc1	8.7	0.2	-1.1	1.1	2.3	0.5	-1.2	-3.7	-1.9	-3.3
COc1ccc(CNC(=O)C[C@@H]2CC[C@@H](NS(=O)(=O)c3cccc(OC)c3)[C@@H](CO)O2)cc1	0.8	0.2	-2.7	0.9	4.8	-1.1	3.6	12.0	-0.2	2.6
Cc1ccc(C)c(N2N=C(C(=O)OCc3nnc(-c4ccccc4)o3)CCC2=O)c1	-2.3	0.7	-8.3	-0.4	-0.8	4.9	6.9	1.7	-0.1	5.6
O=C1/C(=C/c2ccco2)N=C(N2CCCCC2)N1c1ccccc1	3.7	0.2	-8.8	4.8	-23.9	9.3	-0.4	-18.4	-6.6	-1.4
O=C(Cn1nc(-c2cccc([N+](=O)[O-])c2)c2ccccc2c1=O)NCC1CCCO1 (stereo unspecified)	8.1	0.2	5.0	1.3	3.2	7.6	16.8	-13.3	2.9	-0.9
COc1ccc(-c2nc(CS(=O)CC(=O)NCCN3CCCCCC3)c(C)o2)cc1OC (stereo unspecified)	-0.6	-1.0	-4.0	-3.1	-2.2	-2.2	-2.1	-10.9	-4.2	2.7
CCCCN(C(=O)CSc1nnnn1C)c1c(N)n(Cc2ccccc2)c(=O)[nH]c1=O	4.3	0.4	5.3	-1.6	-1.1	3.1	-5.8	-12.1	-0.1	8.1
CCN(CC)C(=O)Cn1nc(C)c2ccccc2c1=O	-1.0	0.0	0.8	1.7	-4.4	-0.5	-1.3	-8.6	-1.4	-0.2
Cc1ccc(-n2nc3c(=O)n(CC(=O)NCCCc4ccccc4)nc(C)c3c2C)cc1	-9.9	0.3	-4.8	-0.4	2.3	4.6	-2.6	7.7	1.8	0.8
CCOC(=O)c1ccc(N2CCOCC2)c(NC(=O)c2nccnc2C(=O)O)c1	6.9	1.0	2.0	-0.1	0.2	2.3	8.7	-2.4	-3.0	0.1
CC/C(=N/Nc1ccccc1Cl)c1cnnc(-c2ccccc2)n1	-3.5	0.3	-7.0	4.2	1.9	-6.5	0.0	10.4	-3.4	1.8
NC(=O)C[n+]1cccc(C(N)=O)c1	1.8	-0.3	3.2	1.6	-3.2	6.3	4.2	-12.7	0.2	-1.8
COc1cc(OC)c(CNC2CCCCCC2)cc1Br	-0.3	0.1	4.6	-2.1	2.5	14.8*	1.0	2.6	-1.1	-3.5
O=C(NCCN1CCN(Cc2ccccc2)CC1)C1CC(=O)N(C2CCCC2)C1 (stereo unspecified)	-2.4	0.1	2.3	-0.1	1.0	-7.9	13.0	-6.7	-2.8	-1.3
Cc1ccc(S(=O)(=O)NOCc2ccccc2)cc1	5.0	-0.1	0.5	0.2	1.9	-1.7	3.5	-3.7	-0.7	-8.9
Cc1ccc(C)c(S(=O)(=O)N2CCN(CC(=O)Nc3ccc4c(c3)CCC4)CC2)c1	-4.7	0.9	-4.7	1.1	0.1	-3.0	-8.8	12.7	-1.4	-1.2
CCOC(=O)C1CCCN(c2c(N3CCN(C4CCCCC4)CC3)c(=O)c2=O)C1 (stereo unspecified)	-1.9	-0.3	-3.3	3.8	2.8	1.4	9.7	5.7	-1.0	-3.0
CCC(C(=O)Nc1nc(C)c(C(=O)OC)s1)c1ccccc1 (stereo unspecified)	8.9	0.0	-3.7	2.1	0.0	-5.9	16.0	11.1	-0.6	-1.3
O=C(NS(=O)(=O)c1ccc(NC(=O)C2CCCO2)cc1)c1ccccc1 (stereo unspecified)	1.8	0.3	-1.1	1.8	0.1	-1.7	8.8	0.7	-1.8	1.3
C=CCOC(=O)N[C@H](c1ccc2ccccc2c1)[C@H](C)/C=C/CC(=O)OC	4.5	-0.3	-0.7	-1.2	-1.2	3.4	nt	nt	-3.0	0.6

Compounds above that have two or more sulfur atoms, in the order listed:
SMILES	TDP2 inh	KLK7 zymogen act	ADAM10 inh	LEDGF integ inh	PLC-gamma1 inh	Tn7 DDE FP	ARFGAP1 inhibitor	ASAP1 GAP inh	ADAM17 inh	Tn6 DDE FP
Cc1ccc(NC(=O)C2CCN(S(=O)(=O)c3ccc4c(c3)NC(=O)C(C)S4)CC2)cc1C (stereo unspecified)	17.5	0.0	16.2	0.4	3.7	5.7	7.6	17.0	8.3	-8.8
Cc1ccc(S(C)(=O)=O)cc1S(=O)(=O)Nc1ccccc1	8.7	0.2	-1.1	1.1	2.3	0.5	-1.2	-3.7	-1.9	-3.3

(further entries)
SMILES	TDP2 inh	KLK7 zymogen act	ADAM10 inh	LEDGF integ inh	PLC-gamma1 inh	Tn7 DDE FP	ARFGAP1 inhibitor	ASAP1 GAP inh	ADAM17 inh	Tn6 DDE FP
CCC1CCCCN1C(=O)COC(=O)c1cc(C)nc2ccccc12 (stereo unspecified)	5.8	-0.4	-22.7	1.9	-2.2	-1.9	2.2	6.3	-9.4	3.4
O=C(Cn1nnc(-c2ccccc2-n2cnnn2)n1)NCc1ccccc1	1.8	-1.1	2.6	-5.1	0.1	4.2	-7.9	4.4	0.0	12.3
O=C(CNC(=O)c1ccc(Cl)cc1)OC1CCOC1=O (stereo unspecified)	7.5	-0.4	8.2	2.7	0.2	-1.6	1.4	3.0	-0.5	-2.3
O=C1C(=O)N(Cc2cccnc2)C(c2cccc(Br)c2)/C1=C(/O)c1ccc2c(c1)OCO2 (stereo unspecified)	1.9	0.3	-4.2	2.0	-4.0	1.0	-7.8	-11.7	-1.2	-3.9
CCC(=O)NC(=S)Nc1ccc(NC(=O)c2ccccc2[N+](=O)[O-])cc1	13.4	-0.8	6.3	-1.3	4.5	0.3	-3.2	-5.4	1.6	1.2
COC(=O)Cn1c(CCS(=O)(=O)c2ccc(C)cc2)nc2ccccc21	7.4	0.4	-2.7	0.5	-0.1	3.0	10.1	10.8	-3.2	-4.1
C/C(=N\Nc1nccnc1Cl)c1c(F)c(F)c(F)c(F)c1F	-4.6	-0.3	-4.6	-3.8	-1.1	-1.0	-0.1	1.0	-0.1	0.8
Cc1ccc(Cl)c(NC(=O)CN(C)CC(=O)Nc2ccc(F)c(F)c2F)c1Cl	-3.4	0.3	-3.1	-2.6	-2.0	3.5	-6.3	-2.7	-5.5	-1.4
COC(=O)c1c(-n2cnnn2)sc(C)c1C	2.1	0.6	-38.9	-3.5	-6.8	2.0	-10.2	-1.9	-16.5	6.5
CCC(CC)C(=O)Nc1nnc(-c2cccs2)s1	2.2	-4.1	-95.7	4.4	-19.0	-3.8	-3.7	-2.5	-31.0	-3.9
CCOc1ccccc1C(=O)N1CCC[C@@H]1C(=O)N1CCC[C@H]1C(=O)NCc1ccccc1	4.5	-0.4	-14.6	-0.4	2.0	5.0	2.5	-4.2	-5.7	-8.6
COc1cc(/C=C/C(=O)c2ccc(C)cc2)ccc1OCC#N	12.4	-0.3	-4.5	2.0	-19.2	-2.4	3.5	13.2	3.1	0.7
CCO[C@@H]1OC(C(=O)NCc2ccccc2)=C[C@H](C2CC2)[C@H]1CCCO	2.9	-0.5	-3.4	-0.6	4.0	-1.0	22.9	1.9	-0.5	-8.7
Cc1nc(-c2ccc(NC(=O)CC(C)C)cc2)cs1	8.8	-0.2	-1.1	-0.8	-0.1	4.8	-12.9	-1.0	-3.5	-0.1
CCn1cnc2cc(NCc3ccc(Br)cc3)ccc21	6.6	0.6	-6.6	-1.3	-35.7	4.5	-10.6	7.9	-5.9	8.4
Cn1c(CNC(=O)C2CCCCC2)cc2ccccc21	-8.8	0.3	11.1	2.2	2.1	-9.8	7.2	3.7	2.5	4.2
CCOc1ccc(CCNC(=O)C2CCN(S(=O)(=O)c3ccc(C)cc3)CC2)cc1OCC	4.2	-0.2	-3.5	-0.1	-0.5	2.4	4.2	-11.1	1.1	9.5
CC(C)CC1C(=O)N(Cc2cn(Cc3ccco3)nn2)CCS(=O)(=O)N1Cc1ccc(-c2ccc(Cl)cc2)cc1 (stereo unspecified)	-13.0	-0.5	-8.6	-1.3	-0.9	0.8	21.3	2.8	2.5	0.5
COc1ccc(CNC(=O)c2cc3c(s2)CS(=O)C3)cc1 (stereo unspecified)	-5.4	0.2	-11.1	-3.1	-2.0	-1.0	-6.4	-2.5	-2.2	0.3
O=C(C1CCN(C2CC(=O)N(Cc3ccccc3)C2=O)CC1)N1CCCCCC1 (stereo unspecified)	6.9	-0.3	4.6	1.2	4.6	1.1	-1.1	-1.5	-1.0	7.1
CN1CCc2cc(Cl)c(O)cc2[C@@H](c2ccccc2)C1	-9.9	0.1	-9.5	0.0	0.1	-1.7	8.7	5.2	1.8	-0.2
Clc1ccc(CSc2nnc(-c3cccnc3)n2Cc2ccco2)c(Cl)c1	8.4	0.4	-4.1	1.4	-0.9	-0.1	6.7	-9.9	-4.6	0.8
NS(=O)(=O)c1ccc(NC(=O)Nc2ccc(S(N)(=O)=O)cc2)cc1	14.9	0.3	3.7	-1.4	4.0	-1.0	-10.4	-4.7	-0.4	-7.5

Entries listed above shown as hits in Tn7 DDE FP:
SMILES	TDP2 inh	KLK7 zymogen act	ADAM10 inh	LEDGF integ inh	PLC-gamma1 inh	Tn7 DDE FP	ARFGAP1 inhibitor	ASAP1 GAP inh	ADAM17 inh	Tn6 DDE FP
COc1cc(OC)c(CNC2CCCCCC2)cc1Br	-0.3	0.1	4.6	-2.1	2.5	14.8*	1.0	2.6	-1.1	-3.5
